STAT3 blocker = reduces IL-6 driven STAT3 reporter signal; U3A cells, IL-6 STAT3-luciferase reporter, luminescence; host cell line lacks STAT1; inhibition, % at 5.5 µM; AID 862; 190,000 compounds, 0.89% hits;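 active = inhibition above the mean inhibition across all screened compounds plus 3 SD, cut at about 44% in these data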;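 note: 0% = DMSO only wells and 100% = 100 µM nifuroxazide control wells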
PPARg SRC-2 ag = promotes SRC-2 coactivator recruitment by human PPARgamma | P37231 | PPARgamma LBD-SRC-2 recruitment, biochemical | activation, % at 8 µM | 200,000 compounds, 0.34% hits | AID 1032; in the data active = activation above about 22%;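 note: 0% = vehicle and 100% = reference agonist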
Target sequence (P37231 whole entry, looked up, the tested form may be a part): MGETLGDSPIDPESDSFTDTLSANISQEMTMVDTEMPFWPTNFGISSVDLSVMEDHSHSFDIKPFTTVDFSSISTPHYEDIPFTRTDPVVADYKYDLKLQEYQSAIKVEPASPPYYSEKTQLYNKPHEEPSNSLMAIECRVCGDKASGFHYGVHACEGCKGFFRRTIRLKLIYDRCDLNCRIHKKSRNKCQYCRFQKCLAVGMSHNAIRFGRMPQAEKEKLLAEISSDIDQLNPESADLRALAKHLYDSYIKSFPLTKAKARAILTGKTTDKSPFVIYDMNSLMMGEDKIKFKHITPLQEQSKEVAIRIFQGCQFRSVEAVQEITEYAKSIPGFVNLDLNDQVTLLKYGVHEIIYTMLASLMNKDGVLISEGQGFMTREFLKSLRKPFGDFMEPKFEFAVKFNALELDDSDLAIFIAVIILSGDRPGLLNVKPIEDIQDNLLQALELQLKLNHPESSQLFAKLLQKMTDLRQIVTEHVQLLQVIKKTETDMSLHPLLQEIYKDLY
STAT1 inh = reduces IFN-gamma driven STAT1 reporter signal; inhibition, % at 5.5 µM; 200,000 compounds, 0.35% hits; AID 920; NIH 3T3 STAT1-luciferase reporter, luminescence;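 active = inhibition above a set limit, the mean inhibition across all tested compounds plus 3 SD, cut at about 34% in these data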;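 note: 0% = IFN-gamma with DMSO and 100% = IFN-gamma with 300 µM nifuroxazide; values of inactives mirror those of a sister screen read the other way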
TR-FRET SRC-2 ct = counter-screen for PPARgamma SRC-2 recruitment agonists: TR-FRET artefact; hits give high values; 200,000 compounds, 0.4% hits; AID 1049; TR-FRET ratio at 8 µM; in the data active = TR-FRET ratio above about 2000; note: inactives centre near 1500
bIAP inhibitor = blocks bovine intestinal alkaline phosphatase activity. purified bovine IAP, CDP-star luminescence, 30 min. inhibition, % at 20 µM. AID 1019. 190,000 tested, under 10 active;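 active = over 50% inhibition of intestinal alkaline phosphatase at 20 µM in the single-dose screen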
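test system = bovine IAP enzyme | medium = DEA buffer 100 mM, pH 9.8, with MgCl2 1.0 mM, ZnCl2 0.02 mM | detection = luminescence | dosing = single compound dose of 20 µM, 2% DMSO final | incubation = 30 min reaction at room temperature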
PPARg SRC-3 ag = PPARgamma-driven SRC-3 recruitment agonism; 200,000 compounds, 0.26% hits; activation, % at 8 µM; biochemical PPARgamma/SRC-3 coactivator recruitment assay; in the data active = activation above about 23%;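 note: 0% = DMSO and 100% = reference agonist; some compounds past the cut are filed as inactive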
bIAP act = intestinal alkaline phosphatase (bovine) activation; AID 1016; purified bovine IAP, CDP-star luminescence, 30 min; hits give high values; fold of DMSO-control signal, blank-subtracted; activation factor at 20 µM; 200,000 compounds, 0.17% hits;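 active = activation factor of 2 or more at 20 µM, a signal rise over negative controls twice the positive control's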
STAT3 act = activators of IL-6 induced STAT3 signaling; U3A cells, IL-6 STAT3-luciferase reporter, luminescence; 100% = signal with IL-6 EC80 alone; activation (% of control), % at 5.6 µM; 190,000 compounds, 0.91% hits; AID 871;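 active = activation above the screen-wide mean of compound activation plus 3 SD, cut at about 130% in these data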;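 note: 0% = background luminescence of wells with medium and substrate only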
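Material: human U3A cells carrying STAT3-luciferase construct. Measured by: reporter luminescence signal. Timing: compound 1 h, then IL-6 6 h at 37 °C.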
ROMK primary = modulates human ROMK potassium channel activity; P48048; Tet-inducible ROMK, thallium flux fluorescence; actives lie on both sides; B-score at 10 µM; AID 1918; 130,000 compounds, 2% hits;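 active = signal ratio slope over the read window, or its plate-corrected B-score, at least 3 SD from the plate mean, either direction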;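 note: B-score of the F/F0 ratio slope over 7 to 12 s after thallium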
Target sequence (P48048 whole entry, looked up): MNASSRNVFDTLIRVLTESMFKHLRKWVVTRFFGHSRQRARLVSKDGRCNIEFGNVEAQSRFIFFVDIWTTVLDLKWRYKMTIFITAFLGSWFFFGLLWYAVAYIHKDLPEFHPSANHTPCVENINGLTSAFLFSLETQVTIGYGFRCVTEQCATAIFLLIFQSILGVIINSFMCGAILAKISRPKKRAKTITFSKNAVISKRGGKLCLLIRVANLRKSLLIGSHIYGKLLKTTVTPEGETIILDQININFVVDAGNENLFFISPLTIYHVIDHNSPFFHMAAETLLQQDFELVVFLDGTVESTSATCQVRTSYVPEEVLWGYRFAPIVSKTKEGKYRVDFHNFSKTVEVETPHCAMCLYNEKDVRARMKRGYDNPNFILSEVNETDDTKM
TNAP act hiacc = increases human TNAP activity under high phosphate acceptor concentration | AID 1136 | activation factor at 20 µM | P05186 | 200,000 tested, under 10 active | purified TNAP, CDP-star luminescence, 1 M DEA, 30 min; hits give high values; 0 = EDTA background, 1 = DMSO-only activity;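 active = activation factor at least 2 at 20 µM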
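Test system – human TNAP · Doses – 20 µM single point · Incubation – 30 min, room temperature · Signal – luminescent substrate turnover signal · Read-out basis – activation factor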
PPARg SRC-1 ag = agonists of human PPARgamma SRC-1 coactivator recruitment; P37231; PPARgamma-SRC-1 coactivator recruitment biochemical assay; activation, % at 8 µM; 200,000 compounds, 0.41% hits; AID 631; in the data active = activation above about 19%;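 note: 0% = DMSO and 100% = reference agonist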
* = called active by the depositor; x = not tested or not shown.

cpd	molecule	PPARg SRC-2 ag	STAT1 inh	PPARg SRC-3 ag	TNAP act hiacc	bIAP act	ROMK primary	STAT3 blocker	STAT3 act	bIAP inhibitor	PPARg SRC-1 ag	TR-FRET SRC-2 ct
1	Cc1cccc2cc(COC(=O)c3ccccn3)c(=O)[nH]c12	-1	-6	6	1.1	1	0.053	6	101	2	4	1448
2	O=C(CSc1nncs1)Nc1ccc2c(c1)OCCO2	4	-15	-2	1	1	1.4	0	107	1	5	1412
3	O=C(CSc1nnc(-c2cnccn2)n1Cc1ccco1)c1ccc(Cl)c(Cl)c1	0	6	-9	1	1	x	3	102	4	13	1452
4	COC(=O)C1CCCN1C(=O)COc1ccc(Cl)cc1Br (centres undefined)	-5	-1	2	1	0.8	-0.01	19	87	15	5	1444
5	O=C(Nc1ccccc1)NC1CCCCC1	7	-12	2	1	1	-0.26	0	100	3	4	1728
6	CCN(C(=O)c1ccc(S(C)(=O)=O)cc1)C12CC3CC(CC(C3)C1)C2	1	0	-5	1	1	x	-14	112	1	-4	1677
7	COC(=O)c1oc2ccc(Cl)cc2c1N	-1	-9	-4	1	0.8	-0.19	8	94	18	0	1338
8	O=C(/C=C\c1ccc(-c2cccc([N+](=O)[O-])c2)o1)N1CCOCC1	1	-33	0	1	1	x	-2	104	4	-1	1528
9	CCOC(=O)C1CCN(Cc2cnc(Oc3ccc(N)cc3)s2)CC1	10	-1	10	1	1.1	x	18	90	-6	-2	1605
10	COc1ccc(F)cc1C(=O)C1CCCN(Cc2cccn2-c2ccccn2)C1 (centres undefined)	3	-4	1	1	1	-2.1	-2	106	2	0	1509
11	COc1ccc(NC(=O)CCSc2ccc(C)cc2)cc1	10	7	2	1	0.9	-0.56	-4	103	6	-4	1638
12	Cc1ccc(S(=O)(=O)Nc2cccc3cccnc23)cc1	3	17	4	1.1	1.1	0.032	-7	103	-5	0	1457

Carrying on.
cpd	molecule	PPARg SRC-2 ag	STAT1 inh	PPARg SRC-3 ag	TNAP act hiacc	bIAP act	ROMK primary	STAT3 blocker	STAT3 act	bIAP inhibitor	PPARg SRC-1 ag	TR-FRET SRC-2 ct
13	COc1ccc(S(=O)(=O)N(CC(=O)NCCC(C)C)c2ccccc2)cc1OC	3	11	3	1	0.9	-0.043	8	103	14	10	1572
14	COc1ccc(Cl)cc1NC(=O)Cn1nc(-c2ccc(C)cc2)n(C)c1=S	5	-8	-4	1	1	x	-1	103	1	3	1409
15	Cc1cccc(C)c1NC(=O)CSc1ncnc2nc[nH]c12	14	0	18	1.1	1	x	-3	107	-1	0	1690
16	O=C(Nc1cccnc1)c1cccc(F)c1	2	-4	-4	1.1	1.4	-0.93	5	94	-39	8	1521
17	Cc1ccc(/C=C/C(=O)NCc2cccs2)o1	-18	-9	-1	1.1	1.1	-0.19	4	99	-5	-2	1577
18	COc1ccc(C2C(C(=O)/C=C/c3ccco3)=C(O)C(=O)N2CCN2CCOCC2)cc1 (centres undefined)	-2	6	-1	0.9	1.1	0.38	1	104	-9	-5	1543
19	COc1ccc(NC(=O)c2cc(Cl)ccc2Cl)c([N+](=O)[O-])c1	3	1	0	1	0.9	-0.25	0	101	13	3	1352
20	O=[N+]([O-])c1cc(C(F)(F)F)ccc1Sc1nccn1Cc1ccccc1	8	-8	-6	1	0.9	0.33	4	102	14	2	1450
21	O=C(Cc1cn2ccsc2n1)NCc1ccccc1	3	7	1	1.1	0.9	0.46	4	99	8	-3	1488
22	COc1cccc(CN2CCC(C(=O)N3CCN(c4ccccc4F)CC3)CC2)c1OC	0	-4	7	1.1	0.9	-0.44	2	103	12	13	1480
23	O=C(COC(=O)c1c2c(nc3ccccc13)CCCCC2)c1ccc(Cl)s1	6	-9	5	1	0.9	x	-2	98	9	-1	1305
24	Cc1cccc(C)c1NC(=O)C1CCCNC1 (centres undefined)	4	1	10	0.9	1	0.76	8	95	3	6	1821

Record cards, from the list above.
COc1cccc(CN2CCC(C(=O)N3CCN(c4ccccc4F)CC3)CC2)c1OC is listed as PPARg SRC-2 ag: 0; STAT1 inh: -4; PPARg SRC-3 ag: 7; TNAP act hiacc: 1.1; bIAP act: 0.9; ROMK primary: -0.44; STAT3 blocker: 2; STAT3 act: 103; bIAP inhibitor: 12; PPARg SRC-1 ag: 13; TR-FRET SRC-2 ct: 1480
Cc1ccc(/C=C/C(=O)NCc2cccs2)o1 is listed as PPARg SRC-2 ag: -18; STAT1 inh: -9; PPARg SRC-3 ag: -1; TNAP act hiacc: 1.1; bIAP act: 1.1; ROMK primary: -0.19; STAT3 blocker: 4; STAT3 act: 99; bIAP inhibitor: -5; PPARg SRC-1 ag: -2; TR-FRET SRC-2 ct: 1577

(continued)
cpd	molecule	PPARg SRC-2 ag	STAT1 inh	PPARg SRC-3 ag	TNAP act hiacc	bIAP act	ROMK primary	STAT3 blocker	STAT3 act	bIAP inhibitor	PPARg SRC-1 ag	TR-FRET SRC-2 ct
25	Cc1cccc(C(C#N)c2ccc(Cl)nn2)c1 (centres undefined)	2	-1	-5	1	1.1	-0.19	2	105	-5	3	1745
26	CN(C(=O)c1ccncc1)c1nnc(-c2cnccn2)s1	9	-5	-3	1	1	0.067	5	96	1	-1	1704
27	CC(=O)NCCNC(=O)CNC(=O)c1ccc(Cl)cc1	2	0	3	1	0.8	x	-2	101	24	5	1561
28	COc1cccc(-c2cc(C(=O)Nc3ccc(OC)c(OC)c3)no2)c1	8	5	-1	1	1	x	21	85	2	1	1566
29	COC(=O)c1cccc(C(=O)Nc2cnc3ccccc3c2)n1	-3	-11	-3	1.1	1.1	x	-93	183*	-10	-8	1605
30	CC1(C)CN=C(NC2CCCCC2)S1	-1	-8	-8	1	0.9	0.0057	6	97	9	-1	1437
31	CONc1nc2nonc2nc1NOC	3	8	0	1	1	0.011	-10	107	4	0	1530
32	CC1C(=O)N(c2ccc(S(=O)(=O)N(C)C)cc2)C1(/C=C/c1ccccc1)C(=O)NC1CCCC1 (centres undefined)	-3	-15	-5	1.1	1.2	0.014	-4	103	-20	-2	1467
33	O=C(OCC(=O)N1CCN(Cc2ccccc2)CC1)c1ccc(Cl)cc1	7	-6	1	1.1	1.1	-0.83	0	101	-9	12	1510
34	COc1ccc(C(=O)Nc2ccc(NC(=O)c3cccs3)cc2)cc1[N+](=O)[O-]	0	5	3	0.9	0.8	x	1	96	20	-2	1540
35	CCS(=O)(=O)c1nc(S(=O)(=O)c2ccc(C)cc2)c(NCc2ccccn2)s1	-10	-4	-2	1	1.1	-0.45	2	109	-10	-7	1600
36	O=C1CC(c2cccnc2)c2cc3c(cc2N1)OCCO3 (centres undefined)	2	-3	3	1	0.9	x	5	95	9	4	1727

The list continues:
cpd	molecule	PPARg SRC-2 ag	STAT1 inh	PPARg SRC-3 ag	TNAP act hiacc	bIAP act	ROMK primary	STAT3 blocker	STAT3 act	bIAP inhibitor	PPARg SRC-1 ag	TR-FRET SRC-2 ct
37	COc1ccccc1NC(=O)CCSc1nnc(-c2ccncc2)o1	-5	5	-5	1	0.9	-0.35	13	94	5	-5	1674
38	CC(=O)Oc1ccc(C2C3=C(CC(C)(C)CC3=O)Nc3cc4c(cc32)OCCO4)cc1 (centres undefined)	12	11	1	1	1	0.68	16	87	1	11	1687
39	CCN(CC)S(=O)(=O)c1ccc(N2CCCCC2)c(NC(=O)/C(C#N)=C/c2ccc(OC)cc2)c1	-3	-1	3	1.1	0.9	-0.046	8	96	8	6	1630
40	CCOc1ccc(Nc2nc(Cc3nnc(SCC(=O)NC4CCCC4)n3C)cs2)cc1	-1	-2	-4	1	1.1	-0.3	-2	99	-11	7	1359
41	Cc1ccc(-c2nc3ccccc3c(=O)n2Cc2ccccc2)cc1	0	-3	-1	1	0.5	-0.8	-4	103	46	-6	1445
42	CC(C)=NNc1nc(-c2ccccc2)c(C)s1	1	-2	4	1	1	-0.72	9	103	3	4	1531
43	CCC(C)NC(=O)CSc1ncnc2sccc12 (centres undefined)	8	5	4	1	1	0.66	18	87	5	2	1490
44	COc1ccc(/C=N/c2oc(-c3ccccc3)cc2C#N)cc1	8	-2	23	1	0.7	x	-2	106	30	6	1500
45	CCc1ccc(C(=O)Cn2ncc(Cl)c(Cl)c2=O)cc1	-2	22	5	1	0.8	x	5	99	16	10	1526
46	O=C(NCCCn1ccnc1)C(=O)NCC1OCCCN1S(=O)(=O)c1ccc(Cl)cc1 (centres undefined)	-3	-1	1	1	1.1	0.37	-2	104	-10	3	1505
47	O=c1cnn([C@@H]2O[C@H](CO)[C@@H](O)[C@H]2O)c(=O)[nH]1	6	-23	1	1	1	x	1	101	4	6	1694
48	CN(NC(=S)Nc1ccc(OC(F)F)cc1)C(=S)Nc1ccc(OC(F)F)cc1	-4	-6	-1	1	0.9	x	-8	107	6	-2	1592

Next part:
cpd	molecule	PPARg SRC-2 ag	STAT1 inh	PPARg SRC-3 ag	TNAP act hiacc	bIAP act	ROMK primary	STAT3 blocker	STAT3 act	bIAP inhibitor	PPARg SRC-1 ag	TR-FRET SRC-2 ct
49	Cc1ccc(SCC(=O)N(Cc2nc(-c3ccccc3)no2)C(C)C)cc1	1	4	13	1.1	1	x	6	99	1	0	1554
50	CCSc1ccccc1C(=O)N=C1NC(=O)CC2C(=O)NCCN12 (centres undefined)	9	4	3	1.1	1	x	-7	107	3	3	1408
51	CCC(=O)Nc1cc(NC(=O)CSc2nnc(C(C)C)n2CC)ccc1C	-1	-5	-9	1	1	-1	-3	107	-1	-2	1425
52	Cc1cc(Cl)ccc1NC(=O)Cn1cncn1	5	11	1	1	1.1	0.17	4	99	-8	-1	1504
53	COc1cc(-c2csc(N3CCOCC3)n2)cc(OC)c1OC	-8	-6	2	1.1	1.1	x	5	103	-7	-7	1471

Source: PubChem

Outcome played no part in choosing rows; overall some 3.7% were active at least once.
